RGS4 inh = human RGS4 inhibition | 310,000 compounds, 0.45% hits | AID 463165 | HEK293 M3R/RGS4 inducible, Fluo-4 calcium flux; active compounds read high; triggered by carbachol at its EC20 | B-score at 10 µM | P49798;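 active = B-score, a plate-corrected calcium signal, over three deviations above library mean, with baseline fluorescence within five deviations of library mean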;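 also: RGS4 expression induced by doxycycline in cells with stable M3 receptor; B-score is computed from the integrated fluorescence ratio over baseline after carbachol; higher B-score means a larger calcium signal and so more RGS4 inhibition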
MrgX1 ag = agonists of human MrgX1 receptor. MrgX1-HEK293 cells, Fluo-4 calcium fluorescence, agonist mode; active compounds read high. 310,000 compounds, 0.44% hits. Q96LB2. B-score at 10 µM. AID 588627;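 active = calcium response B-score plate-corrected fluorescence ratio at least 3 library SD, with starting fluorescence B-score inside 5 SD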
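times = overnight plating, then 30 min 37 °C plus 30 min room-temperature dye loading | assay system = stable human MrgX1 HEK293 cell line | input = fifteen thousand cells per well | signal = kinetic calcium dye fluorescence, Fluo-4 NW | dosing = compound delivered in addition one of three | read-out = B-scored fluorescence response ratio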
ANO1 activ = mouse TMEM16A channel activation, primary screen. HEK293 TMEM16A/YFP-H148Q/I152L, iodide quench fluorescence; active compounds read low. B-score at 10 µM. 340,000 compounds, 0.3% hits;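 active = fluorescence-ratio B-score plate-corrected deviation score at least 3 library SD below zero, with starting fluorescence score within 5 deviations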;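 also: channel opened by trigger with iodide after compound preincubation; score built on the fluorescence ratio of max minus min over baseline; more negative score means more quench and so TMEM16A activation or potentiation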
RGS4 act = potentiators or activators of RGS4; HEK293 M3R/inducible RGS4, carbachol calcium flux Fluo4; active compounds read low; B-score at 10 µM; 310,000 compounds, 0.92% hits; AID 463111;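 active = B-score of the integrated calcium signal more than 4 SD below the library mean, with starting fluorescence not abnormally high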;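 also: negative B-score means reduced calcium response which marks RGS4 activation or potentiation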
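System – HEK293 FlpIn-TREx cells, stable M3R, doxycycline-inducible RGS4 · Reagent – ECmax carbachol challenge · Times – compound preincubation 20 min at room temperature before agonist · Technique – Fluo4 fluorescence kinetic imaging of calcium · Measure – B score of integrated Fluo4 ratio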
MrgX1 allo act = human MrgX1 positive allosteric modulation, primary screen; Q96LB2; MrgX1-HEK293, Fluo-4 calcium flux, FDSS; active compounds read high; B-score at 10 µM; 310,000 compounds, 0.63% hits;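 active = plate-corrected calcium response at least 3 library SD above typical, normal starting fluorescence, not activating the receptor alone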;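 also: compound read alongside a low EC10 to EC30 dose of BAM8-22 agonist; peak minus trough fluorescence over baseline measured at the second addition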
TMEM16A inh = blocks the mouse calcium-activated chloride channel TMEM16A. normalized B-score (activity score, 25-100; higher = stronger inhibition) at 10 µM. 310,000 compounds, 1.2% hits. HEK293 TMEM16A/YFP iodide influx fluorescence, ionomycin. Q8BHY3. AID 588511;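 active = ratio plate-corrected score three or more library SD toward inhibition, starting fluorescence score within five deviations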;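 also: score derived from kinetic fluorescence span divided by baseline fluorescence per well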
KCNQ1 block = blocks the human KCNQ1 potassium channel; CHO-K1 KCNQ1, FluxOR thallium flux fluorescence; active compounds read high; B-score at 10 µM; 310,000 compounds, 1.3% hits; P51787; AID 2642;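 active = compounds whose thallium flux B-score, printed positive for inhibition, exceeds three library SD while starting fluorescence stays within three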;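 also: channel opened by potassium depolarization with thallium stimulus after 20 min compound exposure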
KCNK9 block = inhibitors of human KCNK9 two-pore domain potassium channel; HEK293 KCNK9, FluxOR thallium flux fluorescence; active compounds read low; 310,000 compounds, 1.2% hits; B-score at 10 µM; Q9NPC2;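 active = ratio B-score over 3 SD below the library mean, with starting fluorescence within 5 SD of its mean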;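 also: negative B-score means less thallium flux so channel inhibition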
KCNQ1 pot = potentiates or activates the human KCNQ1 potassium channel. P51787. CHO-K1 KCNQ1, thallium flux FluxOR fluorescence; active compounds read high. B-score at 10 µM. 310,000 compounds, 0.35% hits;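 active = fluorescence ratio B-score, a plate-corrected score, at least three library SD, with initial intensity B-score within 5 SD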
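assay system = CHO-K1 cells stably expressing KCNQ1 | medium = assay buffer, equal DMSO in all wells | timing = 37 °C overnight plating, 90-min dark dye load, 20-min compound pretreatment | measured by = kinetic FluxOR thallium fluorescence, 10-s 1-Hz baseline, 110-s post-stimulus read | measure = fluorescence change relative to baseline, converted to B score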
KCNK3 block = human KCNK3 channel inhibition, primary screen | O14649 | CHO-KCNK3 thallium flux, FluxOR fluorescence; active compounds read low | B-score at 10 µM | 340,000 compounds, 0.84% hits | AID 602410;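 active = B-score under library mean minus 4 SD, starting fluorescence ratio at most library mean plus 5 SD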;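 also: more negative B-score means stronger inhibition of thallium flux through KCNK3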
hERG rescue = shields human hERG channel from block by proarrhythmic agents | Q12809 | CHO-hERG, FluxOR thallium flux, dofetilide IC70 present | 310,000 compounds, 0.51% hits | activation (rescue from dofetilide block), less the hit threshold, % at 10 µM;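 active = activation above the mean of controls blocked by dofetilide plus 5 SD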;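 also: thallium influx through hERG after potassium depolarization seen as dye fluorescence rise; in these data hits start at about 4.7%; inactives centre near -7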
Target sequence (Q12809 whole entry, looked up): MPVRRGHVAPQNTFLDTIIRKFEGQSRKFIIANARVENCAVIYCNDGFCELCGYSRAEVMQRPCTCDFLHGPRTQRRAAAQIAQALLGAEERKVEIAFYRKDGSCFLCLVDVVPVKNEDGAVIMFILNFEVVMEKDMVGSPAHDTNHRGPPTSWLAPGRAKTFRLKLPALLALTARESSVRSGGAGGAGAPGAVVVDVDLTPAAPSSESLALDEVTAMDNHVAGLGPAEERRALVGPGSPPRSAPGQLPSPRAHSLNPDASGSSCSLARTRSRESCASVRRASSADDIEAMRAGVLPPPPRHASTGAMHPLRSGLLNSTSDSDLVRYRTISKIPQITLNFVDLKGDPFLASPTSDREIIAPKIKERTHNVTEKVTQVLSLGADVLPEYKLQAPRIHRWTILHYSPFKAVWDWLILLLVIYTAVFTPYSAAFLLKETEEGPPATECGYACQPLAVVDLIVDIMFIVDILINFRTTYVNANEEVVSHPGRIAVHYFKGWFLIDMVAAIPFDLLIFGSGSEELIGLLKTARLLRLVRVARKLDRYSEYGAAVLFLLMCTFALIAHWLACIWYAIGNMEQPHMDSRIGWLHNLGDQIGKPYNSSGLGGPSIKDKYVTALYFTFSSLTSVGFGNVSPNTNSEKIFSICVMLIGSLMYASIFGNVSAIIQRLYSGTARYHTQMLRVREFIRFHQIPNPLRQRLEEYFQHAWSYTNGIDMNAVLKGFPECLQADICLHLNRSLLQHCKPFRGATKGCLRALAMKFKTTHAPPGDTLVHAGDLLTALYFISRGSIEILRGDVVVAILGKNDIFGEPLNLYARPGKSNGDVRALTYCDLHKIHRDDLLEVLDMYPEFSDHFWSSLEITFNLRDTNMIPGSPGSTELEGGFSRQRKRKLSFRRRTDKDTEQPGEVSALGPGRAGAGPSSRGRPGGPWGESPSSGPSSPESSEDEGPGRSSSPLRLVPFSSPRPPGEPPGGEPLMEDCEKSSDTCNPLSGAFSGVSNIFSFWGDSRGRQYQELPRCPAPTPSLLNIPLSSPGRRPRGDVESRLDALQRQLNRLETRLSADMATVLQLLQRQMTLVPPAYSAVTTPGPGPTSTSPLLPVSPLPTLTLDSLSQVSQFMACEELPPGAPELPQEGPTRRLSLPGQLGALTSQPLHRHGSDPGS
Numbers without * were called inactive; i = inactive; nt = not tested or not shown. Not a hit list; any-hit rate near 6.3%.

molecule | RGS4 inh | MrgX1 ag | ANO1 activ | RGS4 act | MrgX1 allo act | TMEM16A inh | KCNQ1 block | KCNK9 block | KCNQ1 pot | KCNK3 block | hERG rescue
CCC(=O)Nc1cc(-c2nnc(OC)c3ccccc23)ccc1N1CCOCC1 | i | i | i | i | i | i | i | i | i | i | -5
CC(C)(C)NC(=O)CSc1nnc(Cc2ccc3c(c2)OCO3)n1C1CCCCC1 | i | i | i | i | i | i | i | i | i | i | -8
COCCn1c(=S)[nH]c2cc(C(=O)NCCc3ccccc3)ccc2c1=O | i | i | i | i | i | i | i | i | i | i | -9
O=C(COC(=O)CNC(=O)C1CCCCC1)Nc1ccc(Cl)cc1F | i | i | i | i | i | i | i | i | i | i | -9
Cc1c(C(c2cc(O)ccc2Cl)c2c(C)n(C)n(-c3ccccc3)c2=O)c(=O)n(-c2ccccc2)n1C | i | i | i | i | i | i | i | i | i | i | -2
CCOC(=O)c1cnc2c(C(=O)OCC)cnn2c1N | i | i | i | i | i | i | i | i | i | i | -10
Cc1csc2nc(CN3CCN(CC(=O)N(C)C)CC3)cc(=O)n12 | i | i | i | i | i | i | i | i | i | i | -6
CCOc1ccc(N=CC2=C(O)CC(c3ccco3)CC2=O)cc1 (configuration not stated) | i | i | i | i | i | i | i | i | i | i | -2
CC1(C)Cc2ccccc2C(c2cc3ccccc3oc2=O)=N1 | i | i | i | i | i | i | i | i | i | i | -6
COC(=O)C1C(c2ccc(Br)cc2)Nc2nnc(C(F)(F)F)n2C1(C)O (configuration not stated) | i | i | i | i | i | i | i | i | i | i | -10
CCNc1nc(NC(C)C)nc(OCC)n1 | i | i | i | i | i | i | i | i | i | i | -4
CCOC(=O)c1oc2nc3c(cc2c1N)CCCC3 | i | i | i | i | i | i | i | i | i | i | -9
Cc1cc(Nc2ccccc2)c2c([N+](=O)[O-])c(C)cc(C)c2n1 | i | i | i | i | i | i | i | i | i | i | -5
Cc1ccc(/C=N/NC(=O)CSc2nc3ccccc3n2C)s1 | i | i | i | i | i | i | i | i | i | i | -8
O=C1c2ccccc2CN1CCNC(=S)NC1CCCCC1 | i | i | i | i | i | i | i | i | i | i | -14
CN1C(=O)c2ccccc2C(C(=O)O)C1c1cn(C)c2ccccc12 (configuration not stated) | i | i | i | i | i | i | i | i | i | i | -1
OCCCn1c(-c2ccccc2)n[nH]c1=S | i | i | i | i | i | i | i | i | i | i | -4
Cc1ccc(N2C(=O)c3cccc([N+](=O)[O-])c3C2=O)cc1C | i | i | i | i | i | i | i | i | i | i | -7
COc1ccccc1/C=C/C(=O)NNC(=O)c1cccs1 | i | i | i | i | i | i | i | i | i | i | -4
CCOC(=O)COn1c(-c2cccc(Cl)c2)nc2ccc([N+](=O)[O-])cc21 | i | i | i | i | i | i | 6* | i | i | i | -12
O=C(NCCc1nc2ccccc2[nH]1)C1CCC(=O)N(CCc2cccc(F)c2)C1 (configuration not stated) | i | i | i | i | i | i | i | i | i | i | -2
O=C(NNC(=O)C(c1ccccc1)c1ccccc1)c1cccs1 | i | i | i | i | i | i | i | i | i | i | -4
CC1CCCC(C)N1CCCNC(=O)c1cc2c(s1)-c1ccccc1OC2 (configuration not stated) | i | i | i | i | i | i | i | i | i | i | -19
COC(=O)[C@H](Cc1ccccc1)NC(=O)[C@@H]1C[C@H]1[C@@H](NC(=O)OCc1ccccc1)c1ccccc1 | i | i | i | i | i | i | i | i | i | i | -3
CCN(CC)CCCN1C=C2C(=O)C(C)(OC(=O)CCC(=O)OC)C(=O)C=C2C=C1C1CC1 (configuration not stated) | i | i | i | i | i | i | i | i | i | i | -6
O=C(CNc1ccccc1)NNC1=NCCC1 | i | i | i | i | i | i | i | i | i | i | -9
COCCOC(=O)C1=C(C)N(Cc2ccccc2)C(=O)NC1c1cccc(OC)c1OC (configuration not stated) | i | i | i | i | i | i | i | i | i | i | -16
CC(NC(=O)C12CC3CC(C1)CC(n1cncn1)(C3)C2)C12CC3CC(CC(C3)C1)C2 (configuration not stated) | i | i | i | i | i | i | i | i | i | i | -14
COCCNC(=O)CN(C(=O)CCC(=O)Nc1nccs1)c1ccc2c(c1)OCO2 | i | i | i | i | 33* | i | i | i | i | i | -9
COC(=O)c1cc(OC)c(OC)cc1NC(=O)c1c(-c2ccccc2)noc1C | i | i | i | i | i | i | i | i | i | i | -13

Next section; it opens with the 2 that closed the last part.
molecule | RGS4 inh | MrgX1 ag | ANO1 activ | RGS4 act | MrgX1 allo act | TMEM16A inh | KCNQ1 block | KCNK9 block | KCNQ1 pot | KCNK3 block | hERG rescue
COCCNC(=O)CN(C(=O)CCC(=O)Nc1nccs1)c1ccc2c(c1)OCO2 | i | i | i | i | 33* | i | i | i | i | i | -9
COC(=O)c1cc(OC)c(OC)cc1NC(=O)c1c(-c2ccccc2)noc1C | i | i | i | i | i | i | i | i | i | i | -13
Cc1ccc(NC2CCCN(C(=O)c3ccccn3)C2)cc1C (configuration not stated) | i | i | i | i | i | i | i | i | i | i | -7
O=C(/C=C/c1ccc(OCCCF)cc1)Nc1ccnc(-c2ccncc2)n1 | i | i | i | i | i | i | i | i | i | i | -14
Cc1cccc(NC(=O)CCc2nnc3ccc(NCc4ccco4)nn23)n1 | i | i | i | i | i | i | i | i | i | i | -9
COc1cccc(O[C@@H]2O[C@@H]3COC(C)(C)O[C@H]3[C@H](O)[C@H]2NC(C)=O)c1 | i | i | i | i | i | i | i | i | i | i | -4
COc1ccc(C(=O)C[n+]2cccc3cc(C)ccc32)cc1 | i | i | i | i | i | i | i | i | i | i | -4
CCc1ccc(C(C)NC(=O)c2cccs2)cc1 (configuration not stated) | i | i | i | i | i | i | i | i | i | i | 0
CSc1cccc(NC(=O)c2nnn(CC(=O)Nc3cc(C)cc(C)c3)c2N)c1 | i | i | i | i | i | i | i | i | i | i | -8
COc1cc(OC)cc(C(=O)N2CCCC(c3nc(-c4ccc(C)o4)no3)C2)c1 (configuration not stated) | i | i | i | i | i | i | i | i | i | i | -6
COc1ccc(CN=C2NC(=O)CC(C(=O)Nc3ccccc3C)S2)cc1 (configuration not stated) | i | i | i | i | i | i | i | i | i | i | -8
CC(C)(C)OC(=O)N1CCC[C@H]1C(=O)NCc1ccc(Cl)cc1Cl | i | i | i | i | i | i | i | i | i | i | -12
COc1ccc(N2CC(C(=O)OCC(=O)c3ccc(C)cc3)CC2=O)cc1 (configuration not stated) | i | i | i | i | i | i | i | i | i | i | 0
Cc1ccc(S(=O)(=O)N(C)CC(=O)NCCCn2ccnc2)cc1 | i | i | i | i | i | i | i | i | i | i | 0
O=[N+]([O-])c1ccc(/C=C/c2nc3ccc([N+](=O)[O-])cc3[nH]2)cc1 | i | i | i | i | i | i | i | i | i | i | -11
Cc1nn(CC(=O)N(C)Cc2ccccc2)c(=O)c2cccn12 | i | i | i | i | i | i | i | i | i | i | -7
CCC(C)(C)NC(=O)CN(Cc1ccc(F)cc1)C(=O)CCC(=O)Nc1ccccn1 | i | i | i | i | i | i | i | i | i | i | -3
COc1cc(/C=C/C(=O)Nc2ccccc2C(F)(F)F)cc(OC)c1OC | i | i | nt | i | i | i | i | i | i | nt | -7
COc1cccc(-c2nnc(NC(C)=O)o2)c1 | i | i | i | i | i | i | i | i | i | i | -13
CC1CC(C)CN(C(=O)/C(=C\c2ccccc2)c2ccccc2)C1 (configuration not stated) | i | i | i | i | i | i | i | i | i | i | -12
C=CCNC(=O)C1CCN(C(=O)c2ccc(-c3ccccc3)cc2)CC1 | i | i | i | i | i | i | i | i | i | i | -8
CCOC(=O)/C(=C\C=C1/Sc2ccccc2N1CC)C(C)=O | i | i | i | i | i | i | i | i | i | i | -28
COCCN(C(=O)c1cc2c(s1)CCCCC2)c1c(N)n(Cc2ccccc2)c(=O)[nH]c1=O | i | i | i | i | i | i | i | i | i | i | -14
Cn1c(=O)c2c(nc(N/N=C/c3cccs3)n2C)n(C)c1=O | i | i | i | i | i | i | i | i | i | i | -12
O=C(Nc1cccc(C(F)(F)F)c1)C1CCCCC1 | i | i | i | i | i | i | i | i | i | i | -10
Cc1cc(NC(=O)Nc2cccc(C(F)(F)F)c2)no1 | i | i | i | i | i | i | i | i | i | i | 0
COc1ccc(NS(=O)(=O)c2cccc(C(=O)NNC(=O)CNC(=O)c3cccc(C)c3)c2)cc1 | i | i | i | i | i | i | i | i | i | i | -11
OCCN1CCN(c2ncnc3sc4c(c23)CCCC4)CC1 | i | i | i | i | i | i | i | i | i | i | -21
CCCN1CCN(S(=O)(=O)c2cc3c(cc2C)NC(=O)CO3)CC1 | i | i | i | i | i | i | i | i | i | i | -9
COC(=O)C1=C(C)NC(C)=C(C(=O)OC)C1C(=O)OCCN1C(=O)c2ccccc2C1=O | i | i | i | i | i | i | i | i | i | i | 2
Cn1nnnc1SCC(=O)Nc1ccccc1[N+](=O)[O-] | i | i | i | i | i | i | i | i | i | i | -14
CC1=C(C(=O)OC2CCCC2)C(c2ccc(C)o2)C2=C(CC(c3cccs3)CC2=O)N1 (configuration not stated) | i | i | i | i | i | i | 8* | i | i | i | -10
O=c1[nH]c(CO)nc2c1oc1ccccc12 | i | i | i | i | i | i | i | i | i | i | -5
O=[N+]([O-])c1cccc(S(=O)(=O)Nc2cccc(-c3ccc(N4CCCC4)nn3)c2)c1 | i | nt | i | i | nt | nt | i | i | i | i | -8
CCNC(=O)NC(=O)C(C)Oc1ccc(C(=O)OC)cc1 (configuration not stated) | i | i | i | i | i | i | i | i | i | i | -4
CS(=O)(=O)NN1C(=O)c2ccccc2NC1c1cccc2cccnc12 (configuration not stated) | i | i | i | i | i | i | i | i | i | i | -4
O=C(C=C1SCCS1)/C=C/c1ccco1 | i | i | i | i | i | i | i | i | i | i | -15

From PubChem BioAssay
